Compound activity deposited in PubChem BioAssay by several laboratories.
FXN GAA850 act: activators of GAA850 frataxin (FXN) promoter. HEK293 lucGAA850 FXN promoter luciferase reporter, 24 h; percent of 10 µM SAHA response. activation, % at 6 µM. 360,000 tested, 0.56% active. AID 540364;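 active = activation above the average of all compounds screened plus 3 SD, cutoff fixed separately per campaign, cut at about 7.5% in these data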;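 note: 0% = DMSO wells and 100% = 10 µM SAHA wells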
NPR1 activator: GC-A (human) enzyme activation. P16066. 370,000 tested, 0.14% active. HEK293 GC-A cells, cGMP TR-FRET, EC30 ANP; 0% at EC30 ANP, 100% saturating ANP. activation, % at 10 µM; in the data active = activation above about 40%
SMARCA2 activ: increases SMARCA2 function in MMTV reporter cells | MG213 cells, MMTV-luciferase reporter, dexamethasone, overnight | activation, % at 9.1 µM | 370,000 tested, 1% active; in the data active = activation above about 7.8%;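 note: 0% = vehicle wells and 100% = reference activator wells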
ADAM10 inh: inhibits human ADAM10. O14672. recombinant ADAM10, EDANS/DABCYL FRET peptide cleavage, 3 h. inhibition, % at 7 µM. 370,000 tested, 0.62% active. AID 720582;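 active = inhibition above a per-campaign cutoff equal to the mean of compounds falling between control-based bounds plus 3 SD, cut at about 20% in these data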;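 note: 0% = DMSO wells while the 100% control is not disclosed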
DAX1 inh-1: blocks DAX1 repression of SF-1 activated StAR promoter. HEK293T StAR-luciferase reporter, SF-1/DAX-1 repression relief. inhibition, % at 6.8 µM. 370,000 tested, 1.1% active. AID 652010;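 active = inhibition above the mean over all tested compounds plus 3 SD, cut at about 3.6% in these data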;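 note: 0% = DAX-1 cells with DMSO and 100% = cells lacking DAX-1 with DMSO; higher inhibition means more luminescence from relief of DAX-1 repression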
HGIII-sPLA2 inh: Inhibits HGIII-sPLA2 liposome hydrolysis, primary screen | inhibition, % at 12.2 µM | Q9NZ20 | QFRET BODIPY PC-A2 liposome hydrolysis, fluorescence | 370,000 tested, 0.56% active;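 active = inhibition above mean plus 3 SD of compounds lying within the high and low control bounds, cut at about 19% in these data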;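 note: 0% = median of test compound wells and 100% = no enzyme DMSO wells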
Target sequence (Q9NZ20 whole entry, looked up): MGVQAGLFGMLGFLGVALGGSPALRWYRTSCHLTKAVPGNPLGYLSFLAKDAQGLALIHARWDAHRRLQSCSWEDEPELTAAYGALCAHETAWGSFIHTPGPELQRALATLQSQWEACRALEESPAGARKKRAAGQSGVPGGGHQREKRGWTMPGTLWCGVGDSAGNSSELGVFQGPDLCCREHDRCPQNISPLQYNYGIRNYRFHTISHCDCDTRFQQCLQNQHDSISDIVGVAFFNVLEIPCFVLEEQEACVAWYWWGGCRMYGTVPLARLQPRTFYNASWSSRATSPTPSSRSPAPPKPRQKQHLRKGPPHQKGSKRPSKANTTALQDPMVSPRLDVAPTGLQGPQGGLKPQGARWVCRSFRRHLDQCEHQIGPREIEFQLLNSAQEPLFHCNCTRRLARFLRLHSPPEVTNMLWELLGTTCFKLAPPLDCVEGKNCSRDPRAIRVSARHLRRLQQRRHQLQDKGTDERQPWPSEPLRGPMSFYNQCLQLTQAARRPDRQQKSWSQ
NPR2 activator: GC-B (human) receptor activation. P20594. HEK293-GC-B cells, CNP EC30, cGMP TR-FRET; 0% at EC30 CNP, 100% saturating CNP. activation, % at 10 µM. 370,000 tested, 0.11% active;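 active = activation at 10 µM reaching about 35% in either raw or pattern-adjusted values, limit read from the data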
hcDAF-12 act: activators of H. contortus DAF-12 nuclear receptor; HEK293 hcDAF-12 lit1-tk-luc reporter, luminescence; 0% DMSO, 100% Δ7-dafachronic acid; activation, % at 6.8 µM; 370,000 tested, 1.4% active;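 active = activation above the mean of all tested compounds plus 3 SD, cut at about 5.5% in these data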;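 note: 100% = response to 3 µM Δ7-dafachronic acid high control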
DAX1 inh-2: inhibits human nuclear receptor DAX1 | 340,000 tested, 0.99% active | inhibition, % at 6.75 µM | AID 504766 | P51843 | HEK293 Gal4-DAX1 luciferase reporter, luminescence;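 active = inhibition above the mean over all tested compounds plus 3 SD, cut at about 4.2% in these data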;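 note: 0% = DAX1-transfected cells with DMSO and 100% = empty-vector control cells with DMSO; inhibition shows as a rise in luminescence from relieved DAX1 repression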
Target sequence (P51843 207-470 limits assumed): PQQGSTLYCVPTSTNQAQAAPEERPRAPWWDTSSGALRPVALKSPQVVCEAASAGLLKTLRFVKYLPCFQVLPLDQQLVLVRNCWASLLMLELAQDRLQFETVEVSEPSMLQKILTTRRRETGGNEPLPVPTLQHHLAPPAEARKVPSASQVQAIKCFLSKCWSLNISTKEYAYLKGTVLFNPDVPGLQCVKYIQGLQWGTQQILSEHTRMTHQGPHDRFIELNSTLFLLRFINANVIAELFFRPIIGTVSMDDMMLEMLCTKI
ssDAF-12 act: S. stercoralis DAF-12 activation, primary screen. activation, % at 6.8 µM. HEK293 ssDAF-12/GRIP1 lit1-tk-luc reporter, luminescence; % of 3 µM dafachronic acid response. 370,000 tested, 1% active;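 active = activation above the mean over all tested compounds plus 3 SD, cut at about 0.9% in these data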;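 note: 0% = DMSO-only wells and 100% = 3 µM delta7-dafachronic acid wells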
hgDAF-12 ag: activates the H. glycines DAF-12 receptor ligand-binding domain. activation, % at 6.8 µM. 370,000 tested, 1.8% active. HEK293 GAL4-hgDAF12 UAS-luciferase reporter, agonist luminescence; normalized to butyrate control;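 active = activation above a cutoff set at the mean of all screened compounds plus 3 SD, cut at about 10% in these data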;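 note: 0% = DMSO wells and 100% = sodium butyrate wells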
Numbers without * were called inactive; i = inactive; . = not tested or not shown.

SMILES	FXN GAA850 act	NPR1 activator	SMARCA2 activ	ADAM10 inh	DAX1 inh-1	HGIII-sPLA2 inh	NPR2 activator	hcDAF-12 act	DAX1 inh-2	ssDAF-12 act	hgDAF-12 ag
COc1ccc(-c2c(C#N)c(N)nc3c2CCc2ccccc2-3)cc1OC	.	12	-5	i	-3.5	-4	17	-1.8	.	-2.1	-5.1
NC(Cc1ccc(C(F)(F)F)cc1)c1csc(NC(=O)Nc2ccccc2Oc2ccccc2)n1 (stereo not given)	12*	2	-2	10	-0.9	7	11	0.6	.	-0.9	3.6
O=C(Cc1ccc(Cl)cc1Cl)Nc1ccc(OC(F)F)c(Cl)c1	-0.8	2	1	13	0.1	1	3	-1.3	1.9	-1.5	-0.3
Cc1ccc(S(=O)(=O)CC(=O)NCc2ccccc2)cc1	-1.9	2	-1	-1	1.0	0	0	0.0	0.7	-0.6	2.5
C[C@H]1CN([C@@H](C)CO)C(=O)CCCn2nncc2CO[C@H]1CN(C)S(=O)(=O)c1ccccc1	1.1	-2	-4	-14	-1.5	10	4	0.1	0.4	-1.2	1.5
C[C@@H](C(=O)NNC(=O)c1ccc(Cl)cc1)N1C(=O)C2CC=CCC2C1=O (stereo not given in full)	0.6	-9	-2	-4	-0.5	4	1	-0.1	-1.6	-1.0	-2.9
CN(C)/C=C/C(=O)c1ccccc1	-0.8	-1	1	4	0.3	3	2	1.2	1.6	-0.1	5.9
CC(=O)c1ccc(N2CCN(S(=O)(=O)c3ccc(-c4cc(C)no4)s3)CC2)cc1	-0.4	-6	2	3	-0.2	0	-1	-0.8	-0.7	-1.2	2.5
O=C1CCC(C(=O)OCc2nnc(-c3ccccc3)o2)=NN1	1.2	-4	1	-3	-1.5	11	-5	0.4	0.8	-1.6	1.9
N#C/C(=C\c1c[nH]c2ccc(Br)cc12)c1ccccn1	-1.9	-22	1	7	-0.8	-3	-9	1.5	0.1	-0.7	1.0
CCCCOC(=O)c1ccc(NC(=O)c2cc(Cl)ccc2OC)cc1	1.6	-1	-1	9	0.3	0	-6	1.4	-0.6	-1.4	-0.9
O=Cc1cccn1Cc1ccc(Cl)cc1Cl	0.9	1	-3	-5	-0.7	-2	-1	1.1	0.2	-0.9	1.7
COc1ccc(S(=O)(=O)N2CCCN(S(=O)(=O)c3ccc(OC)c(C)c3)CC2)cc1C	8.3*	-7	-4	0	2.0	-6	-3	-0.4	-1.0	-1.8	-1.2
Cc1ccc2cc(C#N)c(NCCCNC(=O)C3CCCO3)nc2c1 (stereo not given)	1.7	-4	-4	i	0.5	-1	0	-1.9	1.6	-1.5	-1.9
Cc1ccccc1-c1nc(CS(=O)CC(=O)NC2CCCC2)c(C)o1 (stereo not given)	-0.8	0	-2	6	0.3	-6	-2	0.5	-1.6	-0.6	1.3
CCOc1cc(NC(=S)NCC(C)C)c(OCC)cc1NC(=O)c1ccco1	-0.2	-1	4	9	-0.6	16	0	-2.4	-0.1	-1.5	-1.0
CCOC(=O)C1=NNC(C(=O)O)C1c1ccccc1 (stereo not given)	1.9	-5	6	3	-0.7	-2	1	6.0*	0.1	0.4	10*
Oc1ccc(Br)cc1CN1CCCCCCC1	3.0	0	4	8	-0.1	8	-3	-0.4	0.5	-1.6	3.1
Cc1ccc(NC(=O)CN(C)C(=O)c2ccc(C(F)(F)F)cc2)cc1	1.9	2	0	-5	-0.1	0	-4	-0.8	-0.8	-0.6	-1.0
Nc1c(CO)nnn1-c1ccccc1	-1.2	2	-3	-3	-0.3	6	-2	1.5	0.2	-0.6	-1.1
COc1ccc(C(=O)Nc2ccc(F)cc2F)cc1	2.1	2	4	-7	3.1	5	1	4.8	0.3	-0.1	10*
CCN1CCN(c2ccc(NC(=O)c3ccc(OC)c(S(=O)(=O)N4CCCC4)c3)cc2)CC1	-1.1	-1	3	3	-1.6	2	-1	2.1	-0.7	-0.6	-0.2
O=C1OCC(c2ccc(Cl)s2)=C1c1ccccc1[N+](=O)[O-]	0.2	-22	-1	-8	-0.4	-39	-5	-1.3	0.3	-1.2	-1.8
Cc1cccc(C(=O)NNC(=O)C2CCN(C(=O)OC(C)(C)C)CC2)c1	0.4	0	-4	11	0.3	4	-2	-1.3	1.2	-0.7	-0.9

Compound profiles (already shown). Values in the order: FXN GAA850 act | NPR1 activator | SMARCA2 activ | ADAM10 inh | DAX1 inh-1 | HGIII-sPLA2 inh | NPR2 activator | hcDAF-12 act | DAX1 inh-2 | ssDAF-12 act | hgDAF-12 ag
`O=C1CCC(C(=O)OCc2nnc(-c3ccccc3)o2)=NN1` in the list: 1.2 | -4 | 1 | -3 | -1.5 | 11 | -5 | 0.4 | 0.8 | -1.6 | 1.9
`CC(=O)c1ccc(N2CCN(S(=O)(=O)c3ccc(-c4cc(C)no4)s3)CC2)cc1` in the list: -0.4 | -6 | 2 | 3 | -0.2 | 0 | -1 | -0.8 | -0.7 | -1.2 | 2.5

(next part)
SMILES	FXN GAA850 act	NPR1 activator	SMARCA2 activ	ADAM10 inh	DAX1 inh-1	HGIII-sPLA2 inh	NPR2 activator	hcDAF-12 act	DAX1 inh-2	ssDAF-12 act	hgDAF-12 ag
COc1ccc(C(NC(C)=O)c2cc(Cl)c3cccnc3c2O)cc1OC (stereo not given)	-2.5	1	-1	4	-0.8	1	-2	-1.2	1.6	-1.5	-1.6
NC(=S)NNc1c(F)c(F)c(F)c(F)c1F	1.5	2	-4	-3	1.1	11	4	-0.8	-0.5	-1.5	3.9
O=C1CN(C(=S)NC(=O)c2ccccc2[N+](=O)[O-])CCN1	1.1	0	-2	-9	-0.5	7	1	0.3	0.5	-1.1	2.9
Cc1[nH]cnc1C(=O)N/N=C/c1ccc([N+](=O)[O-])s1	2.1	-8	-4	6	-1.3	10	1	-2.4	-1.1	-1.1	-4.8
COc1cc(NC(=O)C2CCCN(S(=O)(=O)c3cccc4nsnc34)C2)cc(OC)c1 (stereo not given)	-0.8	-5	-3	-3	-0.8	-10	0	-0.7	-1.4	-1.4	-1.2
NC1=NC(c2ccccc2)CC(=O)N1 (stereo not given)	-2.6	5	-5	1	-0.2	-5	-3	0.8	0.3	-0.4	1.2
CCOC(=O)[C@]12CCCC=C1N(Cc1ccccc1)C(=O)[C@H](CC(=O)NCc1ccc(OC)c(OC)c1)C2	.	2	2	0	-0.7	-4	8	-1.9	.	-0.8	-3.2
CCOC(=O)C1(Cc2cccc(OC)c2)CCN(Cc2cccc(OCC)c2O)CC1	-4.9	-7	-5	3	1.1	-6	-1	-1.4	-1.1	-0.7	0.3
COCC#Cc1ccc2c(c1)O[C@@H](CN(C)S(=O)(=O)c1cccc(F)c1)[C@@H](C)CN([C@H](C)CO)S2(=O)=O	-0.8	2	0	-4	-2.6	-10	-1	-0.2	-0.3	-0.7	-0.3
O=C(NCc1ccncc1)Nc1cc(Cl)ccc1Cl	-0.1	-5	-3	0	-0.3	4	-1	-0.5	-1.2	-0.5	-4.0
CCC(C)CNC(=O)CSc1nnc(-c2cccnc2)n1C1CCCCC1 (stereo not given)	.	-1	-5	-4	0.7	2	2	0.7	.	-0.4	10
OC(c1ccc(Cl)cc1)c1nnc(-c2ccccc2)o1 (stereo not given)	-1.2	2	-5	2	0.2	-2	0	-0.6	-0.2	-0.9	1.6
C=CCNCCCCOc1cccc(Br)c1	2.0	16	3	1	1.0	17	0	2.7	2.1	-0.9	2.2
CCc1nnc(NS(=O)(=O)c2ccc(NC(=S)NC(=O)/C=C/c3cccs3)cc2)s1	1.9	-7	3	10	-0.1	-63	-4	-1.5	.	-1.1	3.2
CCCc1noc2c1/C(=N\O)CC(c1ccccc1)C2 (stereo not given)	6.5	3	0	3	-0.1	4	-7	-1.7	0.4	-1.4	-0.4
CC[C@@H]1C(c2ccc(F)cc2)=NN(c2ccc(Br)cc2)[C@H]1C(=O)N1CCOC1=O	-0.7	0	-2	-220	-0.8	-10	-6	-1.8	1.9	-0.9	1.9
O=C(O)CNC(=O)CCn1nnc2ccccc2c1=O	-1.9	0	-3	-2	-0.2	4	3	-0.2	-2.0	-1.5	-0.3
O=C(NNC(=O)c1ccccc1F)c1ccc(Cl)c(S(=O)(=O)N2CCOCC2)c1	0.7	0	0	-2	2.3	0	3	-1.0	-0.3	-1.1	0.3
CC(=O)Nc1cccc(-c2ccnc3c2CC(C)(C(=O)NCCc2ccccc2)O3)c1 (stereo not given)	-2.6	-7	0	5	0.2	2	1	1.5	.	-0.5	-1.8
COc1ccc(C(=O)NC(=S)NNC(=O)CCc2ccccc2)cc1	-1.8	2	1	5	0.3	1	2	2.5	-0.5	-0.5	6.4
c1csc(-c2cc(N3CCCCC3)c3ccccc3n2)c1	-0.3	-7	-2	-12	-0.6	-4	-4	-1.0	-1.8	-0.6	0.3
O=C(Cc1ccc(Cl)cc1Cl)Nc1ccncc1Cl	-0.4	0	-4	-2	-9.5	-17	-4	-4.6	-1.8	-1.9	-4.8
CCc1nnc(NC(=O)C2Cc3ccccc3CN2S(=O)(=O)c2ccc(C)cc2)s1 (stereo not given)	-3.1	-2	3	14	0.5	-30	-5	0.3	-1.6	-0.6	1.0
CC(NC(=O)C1CCN(Cc2ccc(Oc3ccccc3)cc2)CC1)c1cccc2ccccc12 (stereo not given)	-2.3	-5	-1	12	-1.1	-10	-2	-0.1	.	-1.9	-0.2
COc1ccc(C2=Nc3ccccc3NC(=O)C2N(Cc2ccc(F)cc2)C(=O)c2ccco2)cc1 (stereo not given)	.	-21	0	5	-0.1	-11	-12	2.3	.	-0.5	3.0
N#Cc1cccnc1Oc1ccccc1	1.4	4	-3	-8	0.4	5	1	0.0	0.1	-0.9	0.7
CC(=O)c1cc2c(cc1NC(=O)Cc1ccsc1)OCO2	0.5	-3	-2	-73	0.2	13	-4	0.5	0.5	-0.9	-0.9
O=C(COc1ccc2c3c(c(=O)oc2c1)CCCC3)NCCCN1CCCC1=O	1.3	-1	-1	-273	-3.5	3	-1	-0.1	0.8	-0.8	3.1
CCCCN(C)C(=O)c1oc2ccc(S(=O)(=O)N3CCCCCC3)cc2c1C	2.1	0	-1	6	-0.6	-1	0	-2.0	-0.5	-2.0	-6.1
CCc1cc(CNC(=O)CCc2nnc(CCCc3ccccc3)o2)on1	5.9	-1	5	1	1.1	-10	2	2.8	3.4	-0.6	13*
CC/C(O)=C(\C#N)c1nnc2n1CCCCC2	-0.6	3	-2	-4	-0.3	-4	0	-1.6	-0.1	-1.6	0.1
O=[N+]([O-])c1cccc(-c2nnnn2-c2cccc(F)c2)c1	-0.5	4	-6	5	0.0	13	-1	-2.3	0.5	-1.9	1.0
O=C(N[C@H](C(=O)N1CCC[C@H]1C(=O)NC1CCCC1)C1CCCCC1)c1ccccc1	.	0	1	-4	1.0	1	5	-0.3	.	-1.3	-0.8
O=C(CSc1cc(Cl)ccc1Cl)NC1CC1	0.3	1	-2	-14	2.6	8	-10	0.0	0.2	-1.2	-0.7
COc1ccc(OC)c(S(=O)(=O)N2CCN(CC(O)CN3CCOCC3)CC2)c1 (stereo not given)	1.1	-2	-2	10	1.7	1	0	-0.7	0.1	0.3	0.6
COc1ccc(N=C2S/C(=C\c3ccco3)C(=O)N2CC(C)C)cc1	-2.3	-1	1	4	-0.3	7	9	0.1	-0.1	-1.2	1.5
